KCC2 mod = KCC2 (human) Cl- transport modulation; Q9H2X9; KCC2 cells, thallium flux FluoZin-2 fluorescence; B-score of Tl+ flux slope (higher = more flux/activation; lower = inhibition) at 10 µM; 190,000 compounds, 2.2% hits; AID 1456;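 active = thallium flux slope and its plate-corrected score both differing from the plate sample mean at a set confidence after two filtering rounds, in either direction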;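 also: slope of fluorescence scaled to starting intensity during 10 to 20 s after thallium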
m-calpain inh = inhibitors of pig calpain II; inhibition, % at 16 µM; purified calpain II, fluorogenic peptide substrate, 30 min; 220,000 compounds, 0.37% hits;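 active = inhibition above about 50%, limit read from the data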
hK5 inh = inhibitors of human kallikrein 5 | inhibition, % at 5 µM | AID 873 | 210,000 compounds, 0.59% hits | recombinant hK5, fluorogenic AMC substrate cleavage | Q9Y337;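 active = inhibition of 40% or more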;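 also: 0% = enzyme controls without compound and 100% = no-enzyme blanks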
Rad51 HR inh = blocks human Rad51 in homologous recombination; 200,000 compounds, 0.085% hits; hRad51 DNA strand exchange, fluorescence dequenching; inhibition, % at 10 µM;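 active = inhibition above 40% at the single screening dose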;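 also: 0% = DMSO control wells and 100% = blanks with heterologous ssDNA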
Target sequence (Q06609 whole entry, looked up): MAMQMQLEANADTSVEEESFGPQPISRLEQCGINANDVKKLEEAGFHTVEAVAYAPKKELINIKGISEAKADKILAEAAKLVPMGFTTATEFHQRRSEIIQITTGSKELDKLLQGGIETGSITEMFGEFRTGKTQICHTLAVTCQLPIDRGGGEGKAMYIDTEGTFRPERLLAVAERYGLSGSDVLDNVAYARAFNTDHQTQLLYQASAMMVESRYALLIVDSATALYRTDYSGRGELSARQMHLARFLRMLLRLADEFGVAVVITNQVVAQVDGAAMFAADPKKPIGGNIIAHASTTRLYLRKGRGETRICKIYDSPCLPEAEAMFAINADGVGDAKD
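Read-out basis: percent inhibition relative to plate controls and blanks / Assay system: human Rad51 nucleoprotein filaments preassembled on unlabelled ssDNA / Timing: filaments 15 min 37 °C, then compound 30 min / Control set: per-plate controls and blanks / Technique: fluorescence dequenching at 485/520 nm / Compound: 10 µM final, single point / Also added: Fluorescein- and BHQ1-tagged 47-mer duplex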
FXIa inh 1536 = inhibitors of human coagulation factor XIa; P03951; purified FXIa, Boc-Glu-Ala-Arg-AMC fluorogenic substrate; inhibition, % at 5 µM; 220,000 compounds, 0.14% hits; AID 798;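 active = inhibition of at least 40%; inactive = inhibition below 40%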;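 also: fluorescence of freed AMC excited at 355 nm; 0% = enzyme without compound and 100% = no enzyme blank; many of its hits are not listed in these tables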
Target sequence (P03951 19-387 limits assumed): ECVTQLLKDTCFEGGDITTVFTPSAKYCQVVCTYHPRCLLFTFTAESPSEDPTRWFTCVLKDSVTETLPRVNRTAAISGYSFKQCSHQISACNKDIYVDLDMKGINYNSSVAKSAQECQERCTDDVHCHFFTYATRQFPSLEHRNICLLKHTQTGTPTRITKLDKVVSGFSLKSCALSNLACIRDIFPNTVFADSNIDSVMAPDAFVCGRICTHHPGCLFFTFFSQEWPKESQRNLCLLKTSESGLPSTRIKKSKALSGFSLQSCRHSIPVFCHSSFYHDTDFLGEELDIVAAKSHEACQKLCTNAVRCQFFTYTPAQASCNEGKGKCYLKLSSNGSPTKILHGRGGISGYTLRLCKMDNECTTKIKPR
Target sequence (P03951 388-625 limits assumed): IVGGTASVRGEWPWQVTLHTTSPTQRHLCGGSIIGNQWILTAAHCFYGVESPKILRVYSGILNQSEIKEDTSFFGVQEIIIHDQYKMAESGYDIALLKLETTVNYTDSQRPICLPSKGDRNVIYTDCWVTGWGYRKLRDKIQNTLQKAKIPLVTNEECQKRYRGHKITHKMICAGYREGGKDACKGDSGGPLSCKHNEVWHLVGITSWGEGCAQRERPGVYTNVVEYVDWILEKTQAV
FXIIa inh = factor XIIa (human) inhibition; AID 800; inhibition, % at 5 µM; P00748; purified FXIIa, Boc-QGR-AMC fluorogenic substrate, 2 h; 220,000 compounds, 0.3% hits; in the data active = inhibition above about 40%;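 also: 0% = enzyme with no compound and 100% = blank without enzyme; many of its hits are not listed in these tables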
Furin inh = blocks human furin protease activity | purified furin, fluorogenic substrate cleavage | inhibition, % at 30 µM | 220,000 compounds, 0.061% hits | P09958; in the data active = inhibition above about 25%; also: inactives centre near -15
Thrombin inh = thrombin (human) inhibition. P00734. alpha-thrombin, Boc-VPR-AMC fluorogenic substrate cleavage. inhibition, % at 5 µM. 220,000 compounds, 0.26% hits;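 active = inhibition at or above 40%; inactive = inhibition below 40%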;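 also: 0% = enzyme with no compound and 100% = wells without enzyme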
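Material: human alpha-thrombin enzyme / Medium: pH 7.5 Tris (50 mM) with NaCl 150 mM, Tween 20 0.05% / Compound: single-point dosing at 5 µM, 0.2% DMSO / Incubation: enzyme reaction carried out at room temperature / Detection: AMC fluorescence, 355/460 nm / Read-out basis: percent inhibition scaled between no-compound controls and no-enzyme blanks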
PERK inhibitor = human PERK inhibition, primary cell-based screen. CHO PERK-DD fusion, SEAP luminescence translation reporter. inhibition, % at 5.6 µM. 220,000 compounds, 0.17% hits;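 active = inhibition above the mean inhibition of all tested compounds plus 3 SD, set separately per screening campaign, cut at about 2.9% in these data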;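 also: PERK kinase domain activated by AP20187 dimerizer at 100 nM; 0% = DMSO with dimerizer and 100% = rapamycin at 8.4 µM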
Active calls of the source: *; i = inactive; . = no result given; [ ] = dose if it differs, or a comment. This is a subset; rates above refer to the full screens.

Molecule	KCC2 mod	m-calpain inh	hK5 inh	Rad51 HR inh	FXIa inh 1536	FXIIa inh	Furin inh	Thrombin inh	PERK inhibitor
COc1nc(-c2cnccn2)sc1C	-0.0086	-8	3	-2	0	7	-18	1	0.4
Nc1nc(SCC(=O)O)[nH]c(=O)c1NC(=O)c1ccccc1F	-1.3	15	16	.	15	26	-11	-6	0.5
COc1cc2c(cc1NC(=O)CN1CCN(S(=O)(=O)c3ccc(C)cc3)CC1)oc1ccccc12	-0.38	-63	0	.	-7	-5	-13[20 µM]	-4	-1.6
Cc1n[nH]c(C)c1CCc1nc2c3ccccc3nc(SCC(=O)Nc3ccccc3F)n2n1	0.26	-60	-6	-5	-1	9	-19[20 µM]	3	-2.1
Nc1nc(OCC(F)(F)F)cc(Oc2ccccc2F)n1	.	-2	-19	-7	-6	8	-21	-4	-1.1
O=C(Nc1cccnc1Oc1ccc(Cl)cc1)c1cccc2ccccc12	-0.075	13	-7	-4	-4	0	-10	-12	-1.2
Cc1ccc2cccc(N)c2n1	0.72	-12	7	-3	-8	3	-12	-6	-0.1
CC(C)CN1CCNC(=O)C1CC(=O)NCCCN1CCCc2ccccc21 (stereo unspecified)	0.69	-28	15	-9	7	13	-7	6	0.1
CN1CCc2c(sc(/N=C/c3cccs3)c2C(N)=O)C1	-0.39	-34	-45	-28	-6	5	-28	-4	0.9
CC(C)c1ccc(/C=N\NC(=O)c2ccc(Cn3cccn3)o2)cc1	-3.7	4	-7	.	1	7	-12	-5	-1.2
O=C(CSc1ccc2nnc(-c3ccccn3)n2n1)NCC1CCCO1 (stereo unspecified)	-0.27	-79	2	1	-2	9	-5	-4	1.8
O=C(O)c1ccc2c(=O)n(-c3ccc(F)cc3)c(=S)[nH]c2c1	.	-14	-1	-3	3	9	-18	-2	1.0
O=C(CSc1nnc(Cc2ccccc2)o1)NC1CCCCC1	-0.16	-12	-4	5	5	11	-17[20 µM]	0	-0.4
Cc1cccc(-c2nc(CN3CCCC(C(=O)NC4CCC(C)CC4)C3)c(C)o2)c1 (stereo unspecified)	.	4	14	-8	-1	8	-14	0	-0.7
O=C(O)/C=C/C(=O)NC1CCS(=O)(=O)C1 (stereo unspecified)	0.88	2	-19	-4	8	20	-11	3	1.0
Cc1cc2n(n1)C(c1ccc(N(C)C)cc1)Nc1ccccc1-2 (stereo unspecified)	-1.4	-25	-17	2	-3	-7	-11	-13	-1.2
COc1ccc(NC(=O)CCN2CCN(S(=O)(=O)c3cc(Cl)ccc3Cl)CC2)cc1	.	8	-14	5	3	1	-9[20 µM]	-7	-1.2
O=C1C(C2=NC(c3ccccn3)C3C(=O)N(c4ccc(OC(F)(F)F)cc4)C(=O)C23)=C(O)c2ccccc21 (stereo unspecified)	1.4	-44	-1	2	-2	7	-5	-6	1.1
Cc1nn(CC(O)Cn2cnc3c2c(=O)n(C)c(=O)n3C)c(C)c1Br (stereo unspecified)	1.2	12	-2	1	-15	-8	4[20 µM]	-6	0.8
C#CCSc1nnc(-c2ccc(C)cc2)o1	-0.21	-6	-10	-3	8	13	-25[20 µM]	1	0.2

Reprinted at random: three records from the list.
Molecule	KCC2 mod	m-calpain inh	hK5 inh	Rad51 HR inh	FXIa inh 1536	FXIIa inh	Furin inh	Thrombin inh	PERK inhibitor
Cc1nn(CC(O)Cn2cnc3c2c(=O)n(C)c(=O)n3C)c(C)c1Br (stereo unspecified)	1.2	12	-2	1	-15	-8	4[20 µM]	-6	0.8
Nc1nc(OCC(F)(F)F)cc(Oc2ccccc2F)n1	.	-2	-19	-7	-6	8	-21	-4	-1.1
C#CCSc1nnc(-c2ccc(C)cc2)o1	-0.21	-6	-10	-3	8	13	-25[20 µM]	1	0.2

Additional records
Molecule	KCC2 mod	m-calpain inh	hK5 inh	Rad51 HR inh	FXIa inh 1536	FXIIa inh	Furin inh	Thrombin inh	PERK inhibitor
CC(C)(C)OC(=O)N1Cc2ccccc2C[C@H]1C(=O)O	.	-16	1	1	7	10	-14	0	0.7
Cc1ccc2nc(SCc3cn4c(C)cc(C)nc4n3)[nH]c2c1	-0.33	3	-4	-8	2	5	-15	-6	-0.4
COc1ccc(N(C)S(=O)(=O)c2cccc(C(=O)Nc3nnc(C4CC4)s3)c2)cc1	-1.4	-38	0	7	-2	3	-23	10	1.0
Cc1ccc(CNC(=O)C(=O)NCC(c2ccco2)N2CCOCC2)cc1 (stereo unspecified)	-0.14	-13	-6	7	6	3	-30	-6	0.6
Cc1nc(N2CCN(c3ccccn3)CC2)c2c(C)c(C(=O)Nc3ccccc3F)sc2n1	-0.61	-104	-30	-2	-3	3	-9	2	0.3
COc1ccccc1C(=O)Nc1ccccc1N1CCN(S(C)(=O)=O)CC1	-0.41	17	-2	-10	1	8	-24[20 µM]	-2	-0.6
Cc1cccc(NC(=S)NNC(=O)c2ccccc2OC(F)F)c1	13*	18	-177	.	0	4	-12[20 µM]	-5	0.7
COc1ccccc1-c1cnnc(N/N=C/c2ccc(-c3cccc(Br)c3)o2)n1	1	-66	-9	-6	3	12	-7[20 µM]	0	0.9
COc1ccc(C)cc1NC(=O)CCCN1C(=S)NC(C)(C)CC1C (stereo unspecified)	0.075	-1	-25	2	-8	0	-5	-7	0.2
CCn1nnc(NC(=O)COc2ccc([N+](=O)[O-])cc2)n1	1.3	-9	3	20	2	10	-10	0	3.0*
Cc1ccccc1C(=O)NC1CCN(Cc2nnnn2Cc2ccccc2)CC1	0.15	22	-3	-5	7	-14	-24[20 µM]	-4	-1.2
Fc1ccc(Cn2nnnc2C(c2cccs2)N2CCN(C3CCCCC3)CC2)cc1 (stereo unspecified)	-0.93	7	.	.	2	13	-35	-1	0.4
O=C(O)CNC(=O)/C=C/c1c(Cl)cccc1Cl	-0.94	-4	-3	7	-5	-1	-18	-8	1.1
C/C(=N\NC(=O)c1ccc(N/N=C(\C)c2ccncc2)cc1)c1ccncc1	-0.85	15	-2	12	-3	2	11	0	0.5
COC(=O)c1sc2ncn(-n3c(C)ccc3C)c(=O)c2c1C	-1	-15	-6	.	-1	-1	-13[20 µM]	-3	-0.2
CC(C)(C)c1ccc(C(=O)NCc2ccc(Cl)cc2)cc1	0.023	19	-8	0	-20	-1	-17[20 µM]	-3	-0.2
Cc1cc(C)c2c3c(sc2n1)C(=O)N(Cc1ccccc1)CC(=O)N3	0.72	-45	-8	-1	-3	11	-23[20 µM]	-10	-0.4
Cc1ccc(N2CN(CCC3=CCCCC3)CNC2=S)cc1	0.025	7	-13	13	-2	0	-17	-6	1.1
Cc1ccc(Oc2ncc(-c3ccc(Cl)cc3)cn2)cc1	.	-3	-41	-8	2	13	-13	-3	1.2
CCC(CC)NC(=O)Cc1ccccc1[N+](=O)[O-]	.	-10	-11	14	0	13	-12[20 µM]	-3	-0.6
Cc1cc(N)c2cc(NC(=O)/C=C/c3ccccc3Cl)ccc2n1	-0.82	13	-11	6	-1	4	15	-7	0.3
CC(/C=C/c1ccc2c(c1)OCO2)=N/NC(=O)c1cccnc1	0.2	-9	-9	6	3	6	-3	1	0.8
CCOc1ccccc1NC(=O)N1C2CCCC1CC(NC(=O)C1CC1)C2 (stereo unspecified)	0.37	-13	-12	6	-2	8	3[20 µM]	0	0.0
COc1ccccc1N1CCN(C(=O)CSc2nc3ccccc3c(=O)n2CC2CCCO2)CC1 (stereo unspecified)	-0.97	-3	-21	.	-7	-1	-26	-5	-0.7
O=C(CN1CCN(S(=O)(=O)/C=C/c2ccccc2)CC1)Nc1ccc(N2CCOCC2)cc1	-0.3	1	6	3	7	11	2	11	0.0
OC(COc1cccc(OCC(O)CN2CCCC2)c1)CN1CCCC1 (stereo unspecified)	0.055	19	2	-5	-12	5	-8[20 µM]	-5	-1.5
COc1ccccc1N(CC(=O)NCCSC(C)(C)C)S(C)(=O)=O	0.3	5	6	-2	-2	13	-16	4	0.4
COCCNC(=O)C(c1ccco1)N(C(=O)Cn1nnc2ccccc21)c1cc(C)ccc1C (stereo unspecified)	1.2	-40	-15	5	-2	7	-17	-7	-0.4
Cc1cc(C)n2nc(NCc3ccccc3)nc2n1	1.4	-185	0	2	-1	0	-16[20 µM]	-6	-0.2
Cc1cc(C)cc(NC(=O)c2cc(=O)c3ccccc3o2)c1	-1.3	21	-2	14	-1	8	-12	-6	0.0
CCN(CC)C(=O)/C(=C/c1cn(S(=O)(=O)N(C)C)c2ccccc12)NC(=O)c1ccc(OC)cc1	0.84	-17	.	.	3	12	-14	7	0.4
Cc1[nH]nc(SCC(=O)N2CCOCC2)c1[N+](=O)[O-]	0.79	-7	-2	-1	2	9	-15	1	0.8
CCOc1ccc(Cl)cc1S(=O)(=O)n1cnc2ccccc21	.	-12	38	1	-2	7	-12[20 µM]	6	0.2
COCC(=O)Nc1cc(Cl)ccc1C	0.55	24	2	1	3	5	-6	-11	0.1
Cc1ccc2nc(/C(C#N)=N/O)[nH]c2c1	-0.89	-27	-2	-5	-7	-6	-11[20 µM]	-6	0.9
CCOC(=O)c1ccc(NS(=O)(=O)c2cc(-c3nnnn3CC)ccc2OC)cc1	-0.25	-5	-4	6	21	29	-14[20 µM]	3	0.3
CCc1ccc(/C=C/C(=O)c2ccc(S(=O)(=O)N(C)C)cc2)cc1	0.0066	5	1	-8	0	1	-16	-12	0.6
CCCCC(Nc1ncnc2ccccc12)C(=O)O (stereo unspecified)	1.2	-20	-7	73*	6	10	-12[20 µM]	2	2.5
CCCNS(=O)(=O)c1ccc(CCC(=O)NCc2ccco2)cc1	.	2	2	3	-1	14	-23[20 µM]	0	0.6
CC(=O)c1ccc(N2CCN(C(=O)c3ccco3)CC2)c(F)c1	0.76	-18	-10	-2	2	1	-19[20 µM]	3	0.6
C=CCNC(=S)NN(c1ccccc1)c1ccccc1	-0.55	-1	-8	16	-5	4	-6	2	1.9
Cn1c2c(c(=O)n(C)c1=O)C(C(F)(F)F)(C(F)(F)F)N=C(C1CCCCC1)N2	1.4	-1	-24	-7	-5	6	8	-6	-0.2
CC(=O)Nc1c(OC(C)=O)ccc2c(C)cc(=O)oc12	0.51	.	-202	-4	-22	20	-23	3	1.4
CCC(C)NC(=O)Cn1cccc1C(=O)c1ccccc1 (stereo unspecified)	0.4	-1	5	0	21	12	-12	0	-0.8
Cc1ccccc1OCCN1C(=O)c2ccccc2C1=O	-0.64	18	-5	-1	7	16	-15	4	0.5
CC(C)N(C(=S)NCc1ccccc1)c1ccccc1	-0.34	4	-1	2	-5	4	-22	-10	0.6
Cc1cc(F)ccc1NCc1ccccc1[N+](=O)[O-]	0.57	5	-3	17	-6	8	-12	-13	1.6
COc1ccccc1NC(=O)c1sc2ncn(Cc3ccccc3C)c(=O)c2c1C	.	i	-41	3	6	15	-15[20 µM]	1	0.3
O=c1c(-c2ccccc2)[n+]([O-])c2ccccc2n1O	0.19	-163	-9	-3	1	4	-13	-6	-0.2
Cc1cc(N2C(=O)c3ccc(C(=O)NCc4ccccc4)cc3C2=O)no1	-0.88	16	-7	0	17	22	-14	-3	0.3

Source: PubChem (several laboratories)
